Source: PubChem (Johns Hopkins Ion Channel Center)
hERG protect – compounds protecting human hERG from proarrhythmic drug block. Q12809. CHO-hERG, FluxOR thallium flux, dofetilide IC70 present. activation (rescue from dofetilide block), less the hit threshold, % at 10 µM. actives 0.51% (n = 310,000). AID 1511;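 active = activation above the mean of controls blocked by dofetilide plus 5 SD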;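 also: thallium influx through hERG after potassium depolarization seen as dye fluorescence rise; in these data hits start at about 4.7%; inactives centre near -7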
TMEM16A act – mouse TMEM16A channel activation, primary screen; Q8BHY3; HEK293 TMEM16A/YFP-H148Q/I152L, iodide quench fluorescence; active compounds read low; B-score at 10 µM; actives 0.3% (n = 340,000); AID 623877;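 active = fluorescence-ratio B-score plate-corrected deviation score at least 3 library SD below zero, with starting fluorescence score within 5 deviations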;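 also: channel opened by trigger with iodide after compound preincubation; score built on the fluorescence ratio of max minus min over baseline; more negative score means more quench and so TMEM16A activation or potentiation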
MrgX1 ag – human MrgX1 receptor agonism, primary screen. MrgX1-HEK293 cells, Fluo-4 calcium fluorescence, agonist mode; active compounds read high. B-score at 10 µM. actives 0.44% (n = 310,000). AID 588627;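 active = calcium response B-score plate-corrected fluorescence ratio at least 3 library SD, with starting fluorescence B-score inside 5 SD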
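Test system: Stable human MrgX1 HEK293 cell line | Schedule: Overnight plating before 1 h dye loading | Read-out basis: Baseline-normalised fluorescence change ratio, B-scored | Detection: Kinetic calcium dye fluorescence, Fluo-4 NW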
KCNQ1 inh – inhibitors of human KCNQ1 potassium channel | P51787 | CHO-K1 KCNQ1, FluxOR thallium flux fluorescence; active compounds read high | B-score at 10 µM | actives 1.3% (n = 310,000);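 active = compounds whose thallium flux B-score, printed positive for inhibition, exceeds three library SD while starting fluorescence stays within three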;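 also: channel opened by potassium depolarization with thallium stimulus after 20 min compound exposure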
Target sequence (P51787 whole entry, looked up): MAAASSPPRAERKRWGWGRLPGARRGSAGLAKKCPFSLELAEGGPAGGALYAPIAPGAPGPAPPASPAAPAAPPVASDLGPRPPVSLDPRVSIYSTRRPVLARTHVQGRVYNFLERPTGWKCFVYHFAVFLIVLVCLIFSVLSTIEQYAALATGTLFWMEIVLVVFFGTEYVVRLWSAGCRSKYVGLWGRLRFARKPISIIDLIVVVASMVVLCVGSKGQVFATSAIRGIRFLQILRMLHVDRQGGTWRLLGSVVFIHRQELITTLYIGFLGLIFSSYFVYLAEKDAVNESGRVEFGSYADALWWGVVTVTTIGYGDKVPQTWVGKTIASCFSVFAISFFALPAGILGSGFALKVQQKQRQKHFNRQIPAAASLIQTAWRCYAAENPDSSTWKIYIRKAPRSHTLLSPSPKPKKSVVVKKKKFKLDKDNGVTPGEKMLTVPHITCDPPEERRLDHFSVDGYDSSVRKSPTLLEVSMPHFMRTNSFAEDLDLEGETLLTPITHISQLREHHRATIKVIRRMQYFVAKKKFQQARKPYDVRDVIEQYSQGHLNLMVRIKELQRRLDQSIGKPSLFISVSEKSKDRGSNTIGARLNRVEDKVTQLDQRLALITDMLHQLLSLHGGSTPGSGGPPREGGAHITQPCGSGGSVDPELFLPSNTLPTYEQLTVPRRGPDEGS
ANO1 block – mouse TMEM16A channel inhibition, primary screen. Q8BHY3. HEK293 TMEM16A/YFP iodide influx fluorescence, ionomycin. normalized B-score (activity score, 25-100; higher = stronger inhibition) at 10 µM. actives 1.2% (n = 310,000). AID 588511;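 active = ratio plate-corrected score three or more library SD toward inhibition, starting fluorescence score within five deviations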;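 also: score derived from kinetic fluorescence span divided by baseline fluorescence per well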
KCNQ1 pot – human KCNQ1 channel potentiation or activation; CHO-K1 KCNQ1, thallium flux FluxOR fluorescence; active compounds read high; B-score at 10 µM; actives 0.35% (n = 310,000); AID 2648;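 active = fluorescence ratio B-score, a plate-corrected score, at least three library SD, with initial intensity B-score within 5 SD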
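System: Stable KCNQ1 CHO-K1 line | Incubation: 90 min dye loading and 20 min compound exposure, both at room temperature | Measure: Ratio B score | Medium: Assay buffer for compound exposure, DMSO matched across wells | Compound dosing: Single-concentration screen | Probe or stimulus: K+/Tl+ depolarizing stimulus | Measured by: Kinetic FluxOR fluorescence, 10 s baseline plus 110 s post-stimulus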
KCNK3 block – human KCNK3 channel inhibition, primary screen | actives 0.84% (n = 340,000) | CHO-KCNK3 thallium flux, FluxOR fluorescence; active compounds read low | O14649 | AID 602410 | B-score at 10 µM;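 active = B-score under library mean minus 4 SD, starting fluorescence ratio at most library mean plus 5 SD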;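 also: more negative B-score means stronger inhibition of thallium flux through KCNK3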
MrgX1 allo act – allosterically activates human MrgX1 receptor signaling; MrgX1-HEK293, Fluo-4 calcium flux, FDSS; active compounds read high; B-score at 10 µM; actives 0.63% (n = 310,000); AID 588675;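 active = plate-corrected calcium response at least 3 library SD above typical, normal starting fluorescence, not activating the receptor alone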;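 also: compound read alongside a low EC10 to EC30 dose of BAM8-22 agonist; peak minus trough fluorescence over baseline measured at the second addition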
RGS4 block – inhibitors of human RGS4 | B-score at 10 µM | HEK293 M3R/RGS4 inducible, Fluo-4 calcium flux; active compounds read high; triggered by carbachol at its EC20 | actives 0.45% (n = 310,000) | AID 463165;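 active = B-score, a plate-corrected calcium signal, over three deviations above library mean, with baseline fluorescence within five deviations of library mean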;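 also: RGS4 expression induced by doxycycline in cells with stable M3 receptor; B-score is computed from the integrated fluorescence ratio over baseline after carbachol; higher B-score means a larger calcium signal and so more RGS4 inhibition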
Target sequence (P49798 whole entry, looked up): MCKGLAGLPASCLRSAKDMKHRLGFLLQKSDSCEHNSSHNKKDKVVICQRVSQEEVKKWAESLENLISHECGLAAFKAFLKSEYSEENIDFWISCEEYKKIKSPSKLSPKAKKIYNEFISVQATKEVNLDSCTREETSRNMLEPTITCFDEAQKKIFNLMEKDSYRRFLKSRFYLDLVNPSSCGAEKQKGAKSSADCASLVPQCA
KCNK9 inh – human KCNK9 channel inhibition. Q9NPC2. HEK293 KCNK9, FluxOR thallium flux fluorescence; active compounds read low. B-score at 10 µM. actives 1.2% (n = 310,000);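 active = ratio B-score over 3 SD below the library mean, with starting fluorescence within 5 SD of its mean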;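 also: negative B-score means less thallium flux so channel inhibition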
RGS4 pot – potentiators or activators of RGS4; B-score at 10 µM; HEK293 M3R/inducible RGS4, carbachol calcium flux Fluo4; active compounds read low; actives 0.92% (n = 310,000); AID 463111;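 active = B-score of the integrated calcium signal more than 4 SD below the library mean, with starting fluorescence not abnormally high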;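 also: negative B-score means reduced calcium response which marks RGS4 activation or potentiation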
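Assay system: HEK293 FlpIn-TREx cells, stable M3R, doxycycline-inducible RGS4 / Probe or stimulus: carbachol, ECmax concentration / Times: overnight RGS4 induction, 30 min dye load 37 °C, 20 min compound RT / Signal: kinetic calcium fluorescence imaging with Fluo4-AM dye, 2 µM / Measure: Agonist-evoked peak-minus-minimum fluorescence over baseline, integrated ratio, B score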
* = called active by the depositor; i = inactive; . = no result given.

Each structure is followed by: hERG protect | TMEM16A act | MrgX1 ag | KCNQ1 inh | ANO1 block | KCNQ1 pot | KCNK3 block | MrgX1 allo act | RGS4 block | KCNK9 inh | RGS4 pot
CCNC(=O)COc1ccc(/C=C2\COc3ccccc3C2=O)cc1OC
 : -16 | i | i | i | i | i | i | i | i | i | i
CC(C)CN(C(=O)COC(=O)CN1C(=O)c2ccccc2C1=O)c1c(N)n(Cc2ccccc2)c(=O)[nH]c1=O
 : -15 | i | i | i | i | i | i | i | i | i | i
CCOC(=O)C1CCN(C(=O)Cc2ccc(C)cc2)CC1
 : -10 | i | i | i | i | i | i | i | i | i | i
CCC(C)NC(=O)C1CCN(c2nc(OC)nc(OC)n2)CC1 (centres undefined)
 : -9 | i | i | i | i | i | i | i | i | i | i
O=c1cc(O)c(-c2cccc(C(F)(F)F)c2)c(Cl)[nH]1
 : -10 | i | i | i | i | i | i | i | i | i | i
CCOc1ccc(N2C(=O)C(CC(=O)Nc3ccc(F)cc3)N(Cc3ccccn3)C2=S)cc1 (centres undefined)
 : -8 | i | i | i | i | i | i | i | i | i | i
CCOc1ccc(C(=O)NC(=S)NCc2cccnc2)cc1
 : -2 | i | i | i | i | i | i | i | i | i | i
Cc1ccccc1NCc1nc2ccccc2n1C
 : -5 | i | i | i | i | i | i | i | i | i | i
CC(C)CN(C(=O)COC(=O)CCN1C(=O)c2ccccc2C1=O)C1CCS(=O)(=O)C1 (centres undefined)
 : -8 | i | i | i | i | i | i | i | i | i | i
CSc1ccc(S(=O)(=O)NCC(=O)OCCOc2ccccc2)cc1[N+](=O)[O-]
 : -7 | i | i | i | i | i | i | i | i | i | i
O=C(NC(=S)Nc1ccccc1C(F)(F)F)c1ccccc1F
 : 0 | i | i | i | i | i | i | i | i | i | i
CC(C)CNS(=O)(=O)c1ccc(CCC(=O)N2CCCC2)cc1
 : -2 | i | i | i | i | i | i | i | i | i | i
Fc1ccccc1CN1CCCCCCC1
 : -9 | i | i | i | i | i | i | i | i | i | i
Cc1nnc(SCC(=O)Nc2ccc(N3CCOCC3)cc2)n1-c1ccccc1
 : -8 | i | i | i | i | i | i | i | i | i | i
Cc1cccc(CSc2nnc(-c3ccco3)n2C)c1
 : -7 | i | i | i | i | i | i | i | i | i | i
O=C1C(=O)N(c2ccc(O)cc2)C(c2ccccc2[N+](=O)[O-])/C1=C(\O)c1ccccc1 (centres undefined)
 : -8 | i | i | i | i | i | i | i | i | i | i
O=C1Nc2ccccc2C(=O)N2[C@H](c3ccc(F)cc3)[C@@H]3C(=O)N(Cc4ccccc4)C(=O)[C@@H]3[C@H]12
 : -15 | i | i | i | i | i | i | i | i | i | i
COC(=O)N/N=C/c1cn(CC(C)COc2ccccc2)c2ccccc12 (centres undefined)
 : -15 | i | i | i | i | i | i | i | i | i | i
O=C(COC(=O)CCN1C(=O)C2CC=CCC2C1=O)NCCc1ccccc1 (centres undefined)
 : -8 | i | i | i | i | i | i | i | i | i | i
Cc1ccc(-n2nnc3c(=O)n(CC(=O)N4CCOCC4)cnc32)cc1
 : -6 | i | i | i | i | i | i | i | i | i | i

Results in RGS4 block, KCNQ1 inh and ANO1 block, for some of the entries so far:
mol	RGS4 block	KCNQ1 inh	ANO1 block
CCOc1ccc(N2C(=O)C(CC(=O)Nc3ccc(F)cc3)N(Cc3ccccn3)C2=S)cc1 (centres undefined)	i	i	i
Cc1nnc(SCC(=O)Nc2ccc(N3CCOCC3)cc2)n1-c1ccccc1	i	i	i

(cont.)
Each structure is followed by: hERG protect | TMEM16A act | MrgX1 ag | KCNQ1 inh | ANO1 block | KCNQ1 pot | KCNK3 block | MrgX1 allo act | RGS4 block | KCNK9 inh | RGS4 pot
CC(CC(=O)N1CCN(c2ccc(C(F)(F)F)cn2)CC1)n1ccnc1 (centres undefined)
 : -13 | i | i | i | i | i | i | i | i | i | i
Cc1coc2c1c(C)cc1oc(=O)c(CC(=O)NCCC(=O)O)c(C)c12
 : -1 | i | i | i | i | i | i | i | i | i | i
CN1CC(=O)NC1=NC(=O)c1ccc(Cl)c(S(=O)(=O)N2CCCCCC2)c1
 : -7 | i | i | i | i | i | i | i | i | i | i
CCOC(=O)C1=C(c2ccccc2)OC(N)=C(C#N)C1c1ccco1 (centres undefined)
 : -9 | i | i | i | 25* | i | i | i | i | i | i
Cc1ccc(S(=O)Cc2ccc(C(=O)N3CCN(C(=O)c4ccco4)CC3)o2)cc1 (centres undefined)
 : -11 | i | i | i | i | i | i | i | i | i | i
Cc1ccc(C(=O)CSC2=NC(N)=C(C#N)C3(CCCCC3)C2C(N)=O)cc1 (centres undefined)
 : -11 | i | i | i | i | i | i | i | i | i | i
O=C1CC(C(F)(F)C(F)(F)C(F)(F)C(F)(F)F)=Nc2ccccc2N1
 : -7 | i | i | i | i | i | i | i | i | i | i
Cc1oncc1-c1csc(-c2ccccc2Cl)n1
 : -9 | i | i | i | i | i | i | i | i | i | i
C/C(=N\NC(=O)CN(c1ccccc1Br)S(C)(=O)=O)c1ccc2c(c1)OCCO2
 : -12 | i | i | i | i | i | i | i | i | i | i
CC(CN1CCN(C)CC1)OC(=O)c1ccc(Cl)cc1 (centres undefined)
 : -10 | i | i | i | i | i | i | i | i | i | i
Cc1nc2c3cnn(-c4ccc(C)c(C)c4)c3ncn2n1
 : -3 | i | i | i | i | i | i | i | i | i | i
O=c1[nH]c(=S)n(C2CCCCC2)c(O)c1C=NCCN1CCOCC1
 : -7 | i | i | i | i | i | i | i | i | i | i
CNC(=O)COC(=O)c1c2c(nc3ccccc13)CCC2
 : -9 | i | i | i | i | i | i | i | i | i | i
CC(C)C(NC(=O)C(c1ccccc1)c1ccccc1)c1nc2ccccc2[nH]1 (centres undefined)
 : -8 | i | i | i | i | i | i | i | i | i | i
N=C(N)N1CCN(Cc2ccccc2)CC1
 : -7 | . | i | i | i | i | . | i | i | i | i
Cc1ccc(S(=O)(=O)Nc2cc(C)cn(Cc3ccc(F)cc3)c2=O)cc1
 : -13 | i | i | i | i | i | i | i | i | i | i
COCC[N+]1(C)CCCCC1
 : -4 | i | i | i | i | i | i | i | i | i | i
Cc1ccccc1CN(C)C(C)C(=O)Nc1ccccc1F (centres undefined)
 : -10 | i | i | i | i | i | -11* | i | i | -14* | i
O=C(NCCCN1CCOCC1)c1ccccc1NS(=O)(=O)c1cc([N+](=O)[O-])ccc1Cl
 : -2 | i | i | i | i | i | i | i | i | i | i
O=C(/C=C/c1ccc(Cl)cc1)N(Cc1ccccc1)C1CCS(=O)(=O)C1 (centres undefined)
 : -16 | i | i | i | i | i | i | i | i | i | i
Cc1[nH]cnc1C(=O)N/N=C/c1c(Cl)cccc1Cl
 : -2 | i | i | i | i | i | i | i | i | i | i
c1coc(-c2nc3nc4ccccc4nc3n2CC2CCCO2)c1 (centres undefined)
 : -26 | i | i | i | i | i | i | i | i | i | i
CCOC(=O)c1cnc(SCC(=O)Nc2cc(OC)cc(OC)c2)nc1N
 : -4 | i | i | i | i | i | i | i | i | i | i
CCOC(=O)C1CCCN(C(=O)Cn2nc(Cc3cccnc3)c3ccccc3c2=O)C1 (centres undefined)
 : -8 | i | i | i | i | i | i | i | i | i | i
CC1=NNC(=O)C1CCC(=O)N/N=C\c1ccc(Cl)c(Cl)c1 (centres undefined)
 : -7 | i | i | i | i | i | i | i | i | i | i
COc1ccc(-c2cc(=O)oc3cc(OCC(=O)N(C)C4CCS(=O)(=O)C4)ccc23)cc1 (centres undefined)
 : -8 | i | i | i | i | i | i | i | i | i | i
O=C(CNCc1ccccc1Cl)Nc1ccccc1N1CCCCC1
 : -35 | i | i | 7* | 25* | i | -8.9* | i | i | i | i
COc1ccccc1C(=O)C1CCCN(C(=O)CCc2ccccn2)C1 (centres undefined)
 : -4 | i | i | i | i | i | i | i | i | i | i
CN(c1ccccc1)c1cc(Br)nc(Br)c1
 : -5 | i | i | i | i | i | i | i | i | i | i
O=C(Nc1cccc(Cl)c1)NC1CC2CCC(C1)N2Cc1ccco1 (centres undefined)
 : -15 | i | i | i | i | i | i | i | i | i | i
COc1ccc(N(Cc2ccccc2)S(=O)(=O)c2cccc(C(=O)NC3=NCCS3)c2)cc1
 : -8 | i | i | i | i | i | i | i | i | i | i
CC1CCCC(NC(=O)CC2Nc3ccccc3NC2=O)C1C (centres undefined)
 : -3 | i | i | i | i | i | i | i | i | i | i
COc1ccc(OCCNC(=O)/C=C/c2ccccc2)cc1
 : 0 | i | i | i | i | i | i | i | i | i | i
Cc1c(C(=O)NCCSCc2ccccc2)cccc1[N+](=O)[O-]
 : -4 | i | i | i | i | i | i | i | i | i | i
COC(=O)[C@@H]1CCCN1C(=O)CCc1nnc(CCC2CCCCC2)o1
 : -10 | i | i | i | i | i | i | i | i | i | i
N#Cc1c(-c2ccccc2)nc(SCc2ccc([N+](=O)[O-])cc2)[nH]c1=O
 : -6 | i | i | i | i | i | i | i | i | i | i
COc1ccc(NC(=S)NC(=O)c2ccccc2Cl)cc1
 : -9 | i | i | i | i | i | i | i | i | i | i
C/C(=N\NC(=O)Cc1cc(=O)[nH][nH]1)c1cccc([N+](=O)[O-])c1
 : -12 | i | i | i | i | i | i | i | i | i | i
CCOCCCN(C)C1CCN(C(=O)c2oc3ccccc3c2NC(=O)Cc2ccc(F)cc2)CC1
 : -9 | i | i | i | i | i | i | i | i | i | i
Cc1ccc(C(=O)NCC(=O)OCCCOC(=O)CNC(=O)c2ccc(C)cc2)cc1
 : -18 | i | i | i | i | i | i | i | i | i | i
O=C(Nc1nc2ccc(F)cc2s1)C1CCCO1 (centres undefined)
 : -1 | i | i | i | i | i | i | i | i | i | i
